# LDHA block – inhibitors of human lactate dehydrogenase A; P00338; purified LDHA, NADH/diaphorase-resazurin fluorescence; stronger effect = lower value; activity change, % (values are at about 110 or 230 µM); actives 0.15% (n = 480,000); AID 1347041; in the data active means activity change below about -30%; inconclusive means mostly about -25% to -30%;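 further: plate controls were DMSO wells for no effect and wells without enzyme for full effect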
#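 LDH5 2 nM; NADH 0.06 mM, pyruvate 0.2 mM; 200 mM Tris pH 7.4, EDTA, Tween-20; 5 min RT. Detection: diaphorase 0.133 mg/mL + resazurin 37 µM, fluorescence ex540/em590 at 0 and 20 min; normalized to enzyme-free and DMSO wells.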
# * hit, by the source's call; ? = inconclusive.
SMILES,LDHA block
Cn1c(=O)c2c(nc(N3CCN(C(=O)/C=C/c4ccccc4)CC3)n2Cc2ccccc2)n(C)c1=O,3
CCn1nc(C(=O)N2CCCC(c3nc4ccccc4s3)C2)c2ccccc2c1=O (configuration not stated),5
Cc1cccc(NC(=O)CCc2nc(C(C)(C)C)no2)n1,?
CC(C)(C)C(=O)Nc1cccc(NC(=O)C2CCCC2)c1,6
Cc1cccc(NC(=O)c2nn(C(C)C)c(=O)c3ccccc23)c1C,-3
CCOC(=O)CSc1nc(-c2cccc(C)c2)nc2c1COC(C)(C)C2,2
Cc1ccc(N)c(OCc2ccccc2)c1,5
Cc1ccsc1/C=C/C(=O)c1ccc(C2CCCCC2)cc1,-1
CCS(=O)(=O)N1CCC(NS(=O)(=O)c2ccsc2C(=O)OC)CC1,3
Cc1ccc(OCC(=O)Nc2ccc3oc(-c4ccccc4)nc3c2)c(-n2cnnc2)c1,0
Cc1[nH]c2ccccc2c1C(=O)NCc1ccc(CN(C)C)cc1,-10
Cc1ccccc1-n1c(=O)c2sccc2n(CC(=O)NC(C)C)c1=O,-1
Cc1nc(NCc2ccccc2)sc1C(=O)NC1CC1,6
CC(NC(=O)CSc1nc(-c2cccs2)nc2ccccc12)c1ccco1 (configuration not stated),11
CC(C)OC(=O)c1ccc(NC(=O)c2cc3ccccc3oc2=O)cc1,-7
Cc1cc(C)nc(Nc2nc(C)c3cccc(C)c3n2)n1,8
Cc1cccc(N2CCN(C(=O)c3cccc(NC(=O)C4=CSCCO4)c3)CC2C)c1 (configuration not stated),3
Cc1ccc(-c2ocnc2C(=O)NCc2ccc(OC(C)C)cc2)s1,1
CCCNC(=O)C(C)NC(=O)COc1ccccc1NC(C)=O (configuration not stated),-2
CCCCn1nc(C(=O)Nc2sc3c(c2C#N)CCCC3)c2ccccc2c1=O,18
COc1cc(OC)c2c(C)c(CC(=O)NCCc3ccccc3F)c(=O)oc2c1,0
O=C(/C=C/c1ccccc1O)c1ccccc1Cl,-1
CC(C)NC(=O)COc1ccc(/C=N/NC(=O)C(C)SCc2ccccc2)cc1 (configuration not stated),0
CC(C#N)(NC(=O)COc1ccccc1C(F)(F)F)C1CC1 (configuration not stated),0
Cc1ccc(NC(=O)c2ccc(C(C)(C)C)cc2)c(C(=O)c2ccccc2)c1,0

# Remaining list, next part
SMILES,LDHA block
CC(C)N(Cc1ccccn1)C(=O)c1cc(-c2cccs2)nc2ccccc12,1
CSc1ccccc1NC(=O)c1cnn2c(C(F)(F)F)cc(-c3cccs3)nc12,2
CC(O)CSc1nc2c(c(=O)n(C)c(=O)n2C)n1Cc1ccccc1Cl (configuration not stated),5
N=C(N)SCc1ccc([N+](=O)[O-])cc1,4
Fc1ccc(Nc2nc(NCC3CCCO3)nc3c2cnn3-c2ccccc2)cc1 (configuration not stated),14
O=C(Cc1ccsc1)Nc1ccccc1Br,6
COc1ccc(C(=O)Nc2cccc3ccc(C)nc23)cc1,1
O=C(CN1CCC(Cc2ccccc2)CC1)c1c[nH]c2ccccc12,0
Cc1ccc(NC(=O)C(C)Nc2ccc3oc(C)nc3c2)c(C)c1 (configuration not stated),-2
Cc1nc2cc(NS(=O)(=O)c3c(C)c(C)c(C)c(C)c3C)ccc2o1,1
Cc1ccc(NC(=O)/C(C#N)=C\c2ccc(OC(F)F)cc2)c(C)c1,2
Cc1ccc(CNC(=S)Nc2cccc(Cl)c2Cl)cc1,-3
CCNC(=O)NC(=O)CN(CCC1CCCCC1)CC(N)=O,4
O=C(CCc1ncc(-c2ccc(F)cc2)o1)N1CCN(c2ccccc2Cl)CC1,-3
O=C(CCc1nc(CSc2n[nH]c(-c3ccccc3Cl)n2)no1)Nc1ccc2ccccc2c1,5
CCc1ccc(CNC(=O)Nc2ccc(N3CCOCC3)nc2)s1,-10
CC(C)NC(=O)CN(C)CC(=O)NC(=O)NCCC1=CCCCC1,-3
COc1cc(C(=O)Nc2cccc3cccnc23)cc(OC)c1C,0
O=C(NCCc1cccc2cccnc12)c1cc[n+]([O-])cc1,-1
Cc1ccc(C(=O)N2CCCC(C)C2)cc1S(=O)(=O)N1CCCCC1 (configuration not stated),-13
O=C1CN(c2ccccc2)C(=O)N1Cc1ncc(-c2ccccc2)o1,2
COc1cccc(-n2nc(C(=O)Nc3cccc(C(F)(F)F)c3)c3ccccc3c2=O)c1,-3
CCCn1nc(C)cc1CN(C)c1ccc(NS(=O)(=O)c2cccc(Cl)c2C)cc1C(=O)O,17
Cc1ccc(Sc2ccc(C#N)cc2C)cc1C,9
Cc1cccc(Cn2c(SCCc3ccccc3)nc3c2c(=O)[nH]c(=O)n3C)c1,-6

# (continued)
SMILES,LDHA block
CNc1nnc(SCc2cc(C#N)ccc2F)s1,4
Cc1ccc(C(C)(C)C)cc1SCC(O)COCc1ccc(Cl)cc1 (configuration not stated),3
COc1cc(CNC(=O)c2cc(C3CC3)nc3onc(C)c23)ccc1OC(F)F,11
COc1ccc2c(C)cc(SCC(=O)N(C)Cc3ccccc3)nc2c1,0
CC(C)c1ccccc1OCC(O)Cn1cnc2c1c(=O)n(C)c(=O)n2C (configuration not stated),13
CC(C)(C)OC(=O)COC(=O)c1cccnc1Nc1ccccc1F,2
CCOCCCNCc1cccc(C)c1,-2
COc1nc2ccccc2nc1N1CCC(C(=O)NCc2ccc(Cl)cc2)CC1,-16
O=C(Nc1ccccn1)c1cc(-c2ccco2)nc2ccccc12,5
C=CCNc1nc(C(=O)OCC(=O)c2ccc(C3CCCCC3)cc2)cs1,3
COc1ccccc1/C=C1\Oc2cc(OS(C)(=O)=O)ccc2C1=O,4
O=C(NC1CC1)C1CCN(Cc2nnc(-c3ccccc3)o2)CC1,-4
Cc1cc(SCC(=O)NC(N)=O)nc2c(C)cccc12,-3
O=C(O)CCc1ccc(-c2ccccc2)n1NC(=O)c1ccc(Cl)cc1,-3
C/C(=N\NC(=O)c1ccccc1C)C(C)C,8
Cc1ccc(S(=O)(=O)Nc2ccc(-c3cn4ccccc4n3)cc2)c(C)c1,0
CC(C)C(=O)Nc1nc2ccc(CCC(=O)NCc3ccccc3F)cc2s1,4
CCCn1ccc2c(OCC(=O)Nc3ccccc3C(F)(F)F)cccc2c1=O,0
N#CCOC(=O)c1cc(-c2cccs2)nc2ccccc12,0
O=C(OC1CCCCC1)c1ccc(SCc2ccccc2F)c([N+](=O)[O-])c1,5
Cn1c(=O)c2c(ncn2CC(=O)OCc2ccc(C(C)(C)C)cc2)n(C)c1=O,4
C/C(=N/N=C(/C)c1ccc[nH]1)c1ccc[nH]1,8
CCc1ccc(NC(=O)CSc2nc3c(c(=O)[nH]2)CN(Cc2ccc(Cl)cc2)CC3)cc1,11
O=S(=O)(c1ccc(=S)[nH]n1)C1CCCCC1,-8
COc1ccc(NC(=O)COc2ncnc3ccccc23)c([N+](=O)[O-])c1,7

# Reformatted: entries from further up.
smiles: CNc1nnc(SCc2cc(C#N)ccc2F)s1
- LDHA block: 4

smiles: Cc1ccc(C(C)(C)C)cc1SCC(O)COCc1ccc(Cl)cc1 (configuration not stated)
- LDHA block: 3

smiles: COc1cc(CNC(=O)c2cc(C3CC3)nc3onc(C)c23)ccc1OC(F)F
- LDHA block: 11

# Next results:
SMILES,LDHA block
Cc1ccc(-n2nnnc2SCC(=O)Nc2ccc(N3CCOCC3)cc2)cc1C,1
Cc1n[nH]c(C)c1Cl,2
COCC(O)CNC(=O)c1cc(-c2ccc(OC)cc2)nc2ccccc12 (configuration not stated),2
COc1ccc(C(=O)OCC(=O)NC2CCCCC2)cc1F,-1
Cc1c(-c2cccc(Cl)c2)nc2ccccc2c1C(=O)NC1CCCCCCCCCCC1,0
CC(C)CCNc1nc(-c2ccc(S(C)(=O)=O)cc2)cs1,1
Cc1ccc2nc(-c3cccnc3)cc(C(=O)NCCc3ccccc3)c2c1,0
Cc1ccccc1CN1CCN(c2oc(C3CC3)nc2C#N)CC1,9
Cc1ccc(N(C(C)C(=O)NCc2ccc(Cl)cc2Cl)S(C)(=O)=O)cc1C (configuration not stated),-4
COc1ccc(-c2nc(CSC(C)C(=O)Nc3ccccc3)co2)cc1 (configuration not stated),4
CCc1ccccc1NC(=O)CN(C)CC(=O)NC(=O)NCC(F)(F)F,-1
CCC(CC)n1c(COc2ccccc2Cl)nnc1SCC1CC1(Cl)Cl (configuration not stated),2
CCOC(=O)c1cnc2c(C)cccc2c1Nc1cccc([N+](=O)[O-])c1,-2
COc1ccc(S(=O)(=O)CC(=O)c2ccc(F)cc2)cc1,3
O=Cc1cccn1-c1cccc(Cl)c1,-2
NNC(=O)C(O)(c1ccccc1)c1ccccc1,-9
CCCCc1c(C)nc2c(Cl)cccc2c1Cl,-12
CC1Cc2cc(/C=C(\C#N)c3nc4ccccc4s3)ccc2O1 (configuration not stated),1
N#Cc1nc(-c2ccco2)oc1N1CCN(C(=O)c2ccc(Cl)cc2)CC1,10
CC(=O)N1c2ccccc2-c2nnc(SCc3ccccc3)nc2OC1C (configuration not stated),1
CC(C)(C)OC(=O)NC(Cc1ccccc1)C(=O)Nc1ccccc1 (configuration not stated),-4
COC(=O)C(C#N)c1nc2ccccc2nc1NCCCO (configuration not stated),39
CC1CCN(C(=O)CN2CCCC(c3nc4ccccc4o3)C2)CC1 (configuration not stated),2
COCCN1C(=O)C(=O)/C(=C(/O)c2ccc3c(c2)OCCO3)C12C(=O)N(C)c1ccccc12 (configuration not stated),-1
CC(C)N1CCC(Nc2nc(-c3cccnc3)nc3ccccc23)CC1,12

# Further results.
SMILES,LDHA block
Cc1ccc(NC(=O)c2ncoc2-c2cccc(Cl)c2)c(C)c1,1
Cc1ccc(-c2nnc(CCC(=O)Nc3nc(C)cs3)o2)cc1,-14
COc1ccc(-c2nc(CSCC(=O)N3CCN(Cc4ccc5c(c4)OCO5)CC3)c(C)o2)cc1,21
Cc1c(C(=O)NCc2nnc3n2CCCCC3)oc2ccc(Cl)cc12,8
Cc1cc(C)c2c(n1)SCCN2C(=O)CCC(=O)NCc1cccc(Br)c1,4
Cc1ccc(C)c(NC(=O)CCc2c(C)[nH]n(-c3ccc(F)cc3)c2=O)c1,4
COc1ccc(OCCN(C)C(=O)c2cc(C3CC3)nc3ccccc23)cc1,-8
COc1ccc(NC(=O)c2ccc(Cn3cc(Cl)cn3)cc2)cc1OC,1
Cc1cc(=O)oc2cc(OCc3nc(C(C)(C)C)no3)ccc12,-5
CCOC(=O)C1=C(COC(=O)CC(O)(c2ccccc2)C(F)(F)F)NC(=O)NC1c1cccs1 (configuration not stated),2
CCCCCCCCCCSCCC(=O)O,0
C#CCN1CCC(C(=O)NC(C)c2cccc(C(F)(F)F)c2)CC1 (configuration not stated),-6
CCc1ccc(-c2nn(-c3ccccc3)cc2/C=N/O)cc1,7
CCCc1nnc(NC(=O)C2(c3ccc(Cl)cc3)CCC2)s1,13
C/C(=N/NC(=O)C1CC1)c1ccc(Cl)c(Cl)c1Cl,-7
CC(C)NC(=O)CCNC(=O)N1CCn2c1nc1ccccc12,6
COc1cc2nc(CN(C)CC(=O)Nc3ccc(F)cc3)[nH]c(=O)c2cc1OC,1
CC(Sc1n[nH]c(-c2ccccc2)n1)c1nc(C(C)(C)C)no1 (configuration not stated),2
CCOc1cccc(C(=O)Nc2ccc3oc(=O)ccc3c2)c1,4
O=C(Cc1c[nH]c2ccccc12)NCC1(N2CCCCC2)CCCCC1,-5
CN1CCC/C(=C\Cl)C1=O,1
Cc1ccc(C(=O)OCC(=O)Nc2cccc(F)c2)cc1C,8
CCN(C(=O)C1CC1)C1CCCCC1,4
N#CC1(C(=O)NCc2ccccc2)CCCC1,4
Cc1nc(N2CCC(C)CC2)ncc1-c1cc(=O)[nH]c(N2CCc3ccccc3C2)n1,-1

# Following part
SMILES,LDHA block
O=c1c2ccsc2ncn1Cc1coc(-c2ccccc2)n1,2
COc1cc(C(=O)Nc2cnc3ccccc3c2)ccc1C,-2
Cc1nc(-c2cccs2)c(CC(=O)Nc2ccccc2)s1,12
Cc1ccc2c(c1)C(C)(C)C1(/C=C/c3ccccc3F)NC(=O)CCN21 (configuration not stated),19
Cn1c(=O)[nH]c(=O)c2c1nc(Sc1ccccc1)n2Cc1ccc(Cl)cc1,-10
Cc1ccc(NC(=O)c2cc(=O)c3ccc(C)c(C)c3o2)cc1C,2
Cc1ccc(Nc2nnc(-c3ccc(C)c(S(=O)(=O)NC(C)(C)CO)c3)c3ccccc23)c(C)c1,1
Cc1cn([C@H]2C[C@H](N[S+](=O)([O-])Cc3cccc([N+](=O)[O-])c3)[C@@H](CO)O2)c(=O)[nH]c1=O,-8
Cn1c(=O)[nH]c(=O)c2c1nc(SCC(=O)Nc1ccccc1)n2CCCc1ccccc1,0
CCOc1ccc(NC(=O)C2=Cc3sc4c(c3CS2)CCCC4)cc1,13

# 16 entries already listed, sorted by number of heavy atoms, low to high:
SMILES,LDHA block
CN1CCC/C(=C\Cl)C1=O,1
CCN(C(=O)C1CC1)C1CCCCC1,4
N#CC1(C(=O)NCc2ccccc2)CCCC1,4
C/C(=N/NC(=O)C1CC1)c1ccc(Cl)c(Cl)c1Cl,-7
Cc1nc(-c2cccs2)c(CC(=O)Nc2ccccc2)s1,12
O=c1c2ccsc2ncn1Cc1coc(-c2ccccc2)n1,2
CCOc1cccc(C(=O)Nc2ccc3oc(=O)ccc3c2)c1,4
Cc1ccc(NC(=O)c2cc(=O)c3ccc(C)c(C)c3o2)cc1C,2
CCOc1ccc(NC(=O)C2=Cc3sc4c(c3CS2)CCCC4)cc1,13
Cc1ccc2c(c1)C(C)(C)C1(/C=C/c3ccccc3F)NC(=O)CCN21 (configuration not stated),19
Cn1c(=O)[nH]c(=O)c2c1nc(Sc1ccccc1)n2Cc1ccc(Cl)cc1,-10
COc1cc2nc(CN(C)CC(=O)Nc3ccc(F)cc3)[nH]c(=O)c2cc1OC,1
Cc1cn([C@H]2C[C@H](N[S+](=O)([O-])Cc3cccc([N+](=O)[O-])c3)[C@@H](CO)O2)c(=O)[nH]c1=O,-8
Cc1nc(N2CCC(C)CC2)ncc1-c1cc(=O)[nH]c(N2CCc3ccccc3C2)n1,-1
Cn1c(=O)[nH]c(=O)c2c1nc(SCC(=O)Nc1ccccc1)n2CCCc1ccccc1,0
Cc1ccc(Nc2nnc(-c3ccc(C)c(S(=O)(=O)NC(C)(C)CO)c3)c3ccccc23)c(C)c1,1

# Some of the compounds tested; rates above refer to the full screens.
